MEP2-GFP yeast = alters MEP2-GFP fluorescence in TOR pathway yeast screen. 330,000 compounds, 0.51% hits. AID 2016. GFP response vs DMSO, % at 10 µM. S. cerevisiae MEP2-GFP strain, flow cytometry GFP, 3 h; 100% = DMSO control level;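 active = GFP response versus DMSO above a set limit, roughly screen mean plus 3 SD, cut at about 180% in these data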;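 note: median GFP fluorescence of the barcode-gated MEP2-GFP cells per well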
CR mimetic SO = caloric restriction mimetics inhibiting age-related superoxide in yeast; S. cerevisiae aged cells, superoxide DHE fluorescence; stronger effect = lower value; superoxide response (% of plate mean), % at 10 µM; 330,000 compounds, 0.18% hits; AID 2690;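 active = superoxide response under a set limit, about three screen SD below normal, cut at about 65% in these data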;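 note: yeast aged for seven days with compound at 30 °C before DHE staining; 100% = average MFI of all compound-treated wells on the plate with controls excluded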
LAP4-GFP MLPCN = yeast TOR pathway LAP4-GFP modulation; 320,000 compounds, 0.34% hits; GFP response vs DMSO, % at 10 µM; S. cerevisiae LAP4-GFP multiplex, flow cytometry GFP, 3 h; median GFP as percent of DMSO wells; AID 2023;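 active = GFP response vs DMSO above a set limit, about the screen mean plus 3 SD, cut at about 150% in these data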
proCasp7 act = counter-screen: procaspase-7 (human) activation. 330,000 compounds, 0.093% hits. recombinant procaspase-7, Ac-DEVD-pNA absorbance 405 nm; D23A/D198A/D206A triple mutant, cannot self-cleave; scale: DMSO 0, 5 µM enzyme 100. P55210. activation, % at 8.5 µM;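 active = percent activation above the screen-wide mean plus 3 SD, cut at about 25% in these data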
Target sequence (P55210 whole entry D23A/D198A/D206A): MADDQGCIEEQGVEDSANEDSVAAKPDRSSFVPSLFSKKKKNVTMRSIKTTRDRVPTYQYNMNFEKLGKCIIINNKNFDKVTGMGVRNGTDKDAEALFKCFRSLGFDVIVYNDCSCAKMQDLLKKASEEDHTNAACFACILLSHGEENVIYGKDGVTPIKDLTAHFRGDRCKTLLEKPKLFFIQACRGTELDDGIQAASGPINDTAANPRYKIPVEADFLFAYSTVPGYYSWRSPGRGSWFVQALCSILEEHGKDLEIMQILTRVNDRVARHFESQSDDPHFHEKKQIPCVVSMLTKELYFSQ
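System: Procaspase-7 triple mutant (PC-7 D3A); measure: % activation from two-timepoint absorbance difference, scaled to controls; times: 1 h compound preincubation, 2 h substrate cleavage, 25 °C; also added: Ac-DEVD-pNA substrate, 400 µM as added; measured by: Epi-absorbance of released pNA at 405 nm, two timepoints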
procasp3 activ = procaspase-3 (human) activation; P42574; 330,000 compounds, 0.11% hits; activation, % at 8.5 µM; recombinant procaspase-3 D3A, Ac-DEVD-pNA absorbance 405 nm;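 active = activation above the mean of all tested compounds plus 3 SD, cut at about 21% in these data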;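 note: 0% = DMSO alone and 100% = DMSO wells spiked with extra 5 µM PC-3 D3A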
Target sequence (P42574 whole entry D9A/D28A/D175A): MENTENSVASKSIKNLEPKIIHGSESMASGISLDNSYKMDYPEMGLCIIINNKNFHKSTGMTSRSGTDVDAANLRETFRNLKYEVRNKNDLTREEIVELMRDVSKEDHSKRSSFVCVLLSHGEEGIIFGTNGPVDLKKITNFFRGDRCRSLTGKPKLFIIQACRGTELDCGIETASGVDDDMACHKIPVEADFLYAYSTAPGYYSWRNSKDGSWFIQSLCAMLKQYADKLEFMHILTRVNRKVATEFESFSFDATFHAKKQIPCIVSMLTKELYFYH
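Technique: 405 nm absorbance of p-nitroaniline, reads at 0 and 120 min; Test system: Procaspase-3 D3A mutant; Incubation: 1 h enzyme-compound preincubation, then 2 h substrate reaction, 25 °C; Repeats: singlicate, each compound tested once; Benchmarks: low control DMSO wells, high control DMSO plus 5 µM PC-3 D3A.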
RPL19A TOR yeast = modulators of TOR pathway RPL19A-GFP in S. cerevisiae; S. cerevisiae RPL19A-GFP strain, flow cytometry, 3 h; stronger effect = lower value; percent response vs DMSO, % at 10 µM; 330,000 compounds, 0.3% hits;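 active = percent response vs DMSO below 50%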;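 note: median channel GFP fluorescence of the barcoded RPL19A-GFP strain; ratio of sample median GFP to plate DMSO average so 100% = DMSO; lower means less RPL19A-GFP as with rapamycin TOR inhibition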
GASC-1 inh = blocks human GASC-1 demethylase activity. Q9H3R0. GST-JMJD2C(1-420) H3K9me3 demethylation, DELFIA europium. inhibition, % at 2.35 µM. 330,000 compounds, 0.069% hits. AID 2099;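 active = more than half of a compound's replicate wells show inhibition beyond 50%, single wells judged on their own value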;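 note: signal counts dimethyl H3K9 product captured on neutravidin plate; 0% = median of DMSO wells and 100% = 0.3 times that DMSO median; strong numbers were not always called active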
Target sequence (Q9H3R0 1-420 limits assumed): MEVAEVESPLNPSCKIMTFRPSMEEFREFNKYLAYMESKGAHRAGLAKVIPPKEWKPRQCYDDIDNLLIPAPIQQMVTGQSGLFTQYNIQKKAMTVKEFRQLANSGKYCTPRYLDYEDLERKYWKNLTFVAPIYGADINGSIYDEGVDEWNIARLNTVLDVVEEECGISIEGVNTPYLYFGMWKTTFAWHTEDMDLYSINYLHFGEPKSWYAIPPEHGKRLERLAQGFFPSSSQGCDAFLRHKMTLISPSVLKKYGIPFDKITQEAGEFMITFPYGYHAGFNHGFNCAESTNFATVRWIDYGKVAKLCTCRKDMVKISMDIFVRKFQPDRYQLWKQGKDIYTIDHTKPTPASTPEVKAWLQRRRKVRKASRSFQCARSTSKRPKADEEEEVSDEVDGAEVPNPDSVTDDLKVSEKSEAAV
AHR act = activates the human aryl hydrocarbon receptor; P35869; AHR-responsive luciferase reporter cells, luminescence; activation, % at 5 µM; 320,000 compounds, 2.5% hits; in the data active = activation above about 47%;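 note: 0% = vehicle wells and 100% = reference agonist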
An asterisk follows results filed as active; nt = not tested or not shown; [ ] = another dose, or the depositor's remark.

Values run as follows: MEP2-GFP yeast	CR mimetic SO	LAP4-GFP MLPCN	proCasp7 act	procasp3 activ	RPL19A TOR yeast	GASC-1 inh	AHR act
C=CC[C@H](CC(=O)N(CCO)Cc1ccccc1)C(=O)N[C@H](COC(=O)[C@@H](CC=C)CC(=O)OC(C)(C)C)Cc1c[nH]c2ccccc12
  99.9	105.5	88.0	6.2	-5.5	91.5	-10.2	0.7
C=CCn1c(SCC(=O)c2ccc(F)cc2)nnc1-c1ccc2c(c1)OCO2
  100.3	117.0	104.1	-5.8	-3.9	99.7	0.9	0.7
CSC1=NCCN1C(=O)c1c(-c2ccccc2Cl)noc1C
  102.0	93.7	103.8	-3.1	3.2	97.7	-16.7	1.9
CCc1ccc(NC(=O)c2ccc(F)c(S(=O)(=O)NCC3COc4ccccc4O3)c2)cc1 (stereo not given)
  88.8	98.6	83.8	-11.5	-1.8	103.0	4.2	6.9
CC(C)C[C@@H]1NC(=O)N(CCCn2ccnc2)C1=O
  97.3	99.4	97.8	2.3	-0.5	101.9	22.4	4.5
O=C(NC1CCCC1)C(c1cccnc1)N(C(=O)c1ccco1)c1ccc(F)cc1 (stereo not given)
  118.7	95.0	102.3	6.7	3.3	105.3	-19.2	-0.2
CCOC(=O)N1CCN(C(=O)c2cc3c(-c4cccc(OC)c4)nn(C)c3s2)CC1
  102.7	135.3	99.9	-4.1	-9.1	94.6	-2.0	1.9
Oc1ccc(Br)cc1CN1CCCCCCC1
  89.7	80.3	91.8	-1.5	0.5	93.1	-20.3	-2.6
CN(C)/C=C(\C#N)C(=O)c1cccnc1Oc1cccc(F)c1
  91.0	90.0	102.7	8.2	4.2	96.0	2.8	0.3
O=C(c1ccco1)N1CCN(S(=O)(=O)c2ccc(Oc3ccccc3)cc2)CC1
  105.4	113.0	104.4	0.4	2.8	98.7	25.5	-2.6
O=C(COC(=O)C1CC(=O)N(Cc2ccccc2)C1)Nc1ccccc1F (stereo not given)
  97.4	97.8	87.9	-0.5	1.3	95.4	-2.1	3.3
O=C(CN1C(=O)NC2(CCCCCC2)C1=O)Nc1ccc(Cl)cc1Cl
  98.7	117.0	96.2	8.8	8.5	94.6	2.7	-0.9
O=C1CC(c2ccc(S(=O)(=O)NCc3ccccc3)cc2)CN1 (stereo not given)
  96.6	108.3	100.2	5.8	-8.2	97.1	5.8	0.5
CCCNC(=O)c1ccc(N2CCC3(CC2)CC(c2cccc(Br)c2)=NO3)c(N)c1
  94.2	106.2	146.5	-7.9	0.1	100.9	-2.4	-2.7
CC1CCc2c(C(=O)NCc3cccnc3)csc2C1 (stereo not given)
  159.2	93.6	147.9	-4.7	-1.9	121.7	-4.3	27.1
CN(C)S(=O)(=O)c1ccc(C(=O)Nc2ccccc2[N+](=O)[O-])cc1
  94.3	97.5	107.0	7.6	12.5	96.0	-0.9	-1.5
O=C(O)Cc1ccc(NC(=S)Nc2ccc(Br)cc2Cl)cc1
  95.6	87.9	101.9	-12.9	-5.3	93.3	-2.0	2.6
O=C(NCc1ccc(OC(F)(F)F)cc1)C1CC(c2cccc(F)c2)=NO1 (stereo not given)
  96.7	93.1	128.0	3.9	-1.4	99.3	-8.9	1.2
COC(=O)C1CCCN1C(=O)C12CC3CC(CC(C3)C1)C2 (stereo not given)
  99.4	107.7	97.0	-7.1	4.9	103.3	-11.1	5.1
O=C(CCc1nnc2ccc(N3CCC4(CC3)OCCO4)nn12)N1CCCCC1
  97.5	97.0	91.7	6.2	0.0	88.7	6.9	0.6
COc1ccc(S(=O)(=O)Nc2c(O)c3ccccc3oc2=O)cc1
  98.3	101.6	89.1	2.6	0.2	104.2	4.5	3.0
O=C(NCC(c1ccco1)N1CCc2ccccc2C1)C(=O)Nc1ccccc1F (stereo not given)
  105.0	102.1	101.2	9.0	-7.1	104.5	117.5	4.1
CC(Oc1cccc(Cl)c1)C(=O)Nc1ccccc1C(=O)N1CCCCC1 (stereo not given)
  98.2	88.3	98.6	-5.6	-10.8	94.4	-7.8	8.7
CCCCNC(=O)c1ccccc1SCc1c(C)noc1C
  97.4	97.9	96.5	3.5	-1.8	98.7	12.6	4.1
O=C(NCc1ccccn1)c1ccc(=O)oc1
  104.2	100.8	99.1	3.6	-3.7	97.6	-1.7	-0.7
COc1ccc(-c2csc3ncn(Cc4ccccc4)c(=O)c23)cc1
  99.8	92.3	100.2	-9.2	-16.9	96.7	-11.5	4.6
CC(=O)Oc1cccc(/C=c2\sc3nc(-c4ccco4)nn3c2=O)c1
  100.7	78.3	124.5	-5.3	-3.4	100.5	0.3	1.9
CCNc1nc(NCC)n2c(SCC(=O)Nc3ccc(C)c(C)c3)nnc2n1
  104.0	95.0	104.9	-2.5	10.0	99.2	2.2	6.6
Cc1cccc(C(=O)NCCCNC(=O)c2ccccn2)c1
  111.0	91.5	92.9	-6.5	6.7	110.2	-49.8	1.4
COc1ccc(CNc2nccs2)cc1
  109.1	106.3	97.0	-11.6	2.4	102.5	-25.8	0.3
O=C(COc1ccc(Cl)cc1)NCc1nnc(SCC(=O)NCC2CCCO2)o1 (stereo not given)
  95.9	83.0	100.5	6.4	1.8	99.5	-22.1	1.8
O=C(NCCCn1ccnc1)C(Cc1ccccc1)N1C(=O)c2ccccc2C1=O (stereo not given)
  104.5	85.8	97.1	6.7	-8.8	99.8	-3.3	3.2
Cc1nn(-c2ccccc2)c(Cl)c1C(=O)NCC1CCCO1 (stereo not given)
  100.5	97.0	104.1	6.0	6.6	99.9	13.2	-1.5
O=C(OCc1cc(-c2ccccc2)no1)c1ccc2ccccc2n1
  92.5	89.6	116.1	-3.3	4.3	89.5	-10.3	10.0
Cc1c(N(C)C(=O)c2ccco2)c(=O)n(-c2ccccc2)n1C
  97.5	106.7	94.7	3.6	-3.2	97.5	-9.1	1.1
CC1=C(C(=O)OCc2ccccc2)C(c2ccc([N+](=O)[O-])cc2)NC(=O)N1CCCCCC(=O)O (stereo not given)
  94.9	100.9	111.2	-1.5	3.5	103.9	13.9	-1.9
COc1ccc(CCNc2nc3ccc(C)cc3n3cnnc23)cc1OC
  98.8[may fluoresce violet]	103.1	107.2[may fluoresce violet]	-3.2	-0.8	104.2[may fluoresce violet]	6.4	12.2
CCN1CCN(c2nnc(-c3ccccc3)c3ccccc23)CC1
  93.6	102.7	94.2	-8.6	8.9	101.0	-6.4	2.3
COc1ccc(N(C(=O)c2cccc(OC)c2OC)C2C=CS(=O)(=O)C2)cc1 (stereo not given)
  97.1	101.6	90.8	3.8	-1.5	96.7	-0.3	-0.5
CSc1ncccc1C(=O)N1CCN(S(=O)(=O)c2ccc(F)cc2)CC1
  106.1	105.5	100.3	-4.2	-14.0	102.8	13.1	-0.6
C#CCOCCOCCOCCNc1nc(N2CCN(C(=O)CCCCCCCCCCNC(=O)[C@H]([C@@H](C)CC)n3cc(CCCCCN)nn3)CC2)nc(N2CCN(C(=O)CCCCCCCCCCNC(=O)[C@H]([C@@H](C)CC)n3cc(CCCCN=C(N)N)nn3)CC2)n1
  86.8	101.6	128.0	-3.0	-3.8	88.6	nt	-1.8
Cn1c(=S)[nH]c(=O)c2ncc(=O)[nH]c21
  118.5	62.9*	105.8	-1.4	-1.9	101.2	10.7	-1.0
O=C(NCCO)c1cccc2c1C(=O)c1ccccc1-2
  98.8	102.2	100.4	-1.1	0.2	102.0	2.4	-4.9
CC(C)CCNc1ncnc2c1cnn2Cc1ccccc1Cl
  103.3	104.5	112.1	-6.3	2.3	97.9	-0.3	9.7
COc1cc(OC)cc(-c2nnc(SCC(=O)Nc3ccc(C(=O)O)cc3)s2)c1
  91.4	97.1	98.7	10.0	3.9	94.4	-19.4	1.0
CCOC(=O)c1nnn(-c2nonc2N)c1COc1ccccc1
  87.1	95.4	82.4	-2.8	-1.0	87.7	10.6	3.9
CC(=O)N1c2ccc(S(=O)(=O)N3CCC(C(=O)NCc4ccc(F)cc4)CC3)cc2CC1C (stereo not given)
  107.7	118.8	105.8	4.7	-5.0	105.5	3.8	-0.8
Cc1noc(NS(=O)(=O)c2ccc(NC(=O)c3cccc(S(=O)(=O)Nc4ccccc4F)c3)cc2)c1C
  104.7	102.8	102.4	-10.2	3.0	99.6	2.9	-1.8
CC(C)(CC(=O)O)CC(=O)N1CCN(c2nc3cc(Cl)ccc3s2)CC1
  109.0	80.9	100.4	2.3	-1.8	105.0	-4.9	-0.8
COc1cccc(CN(C)C(=O)c2ccc(N3CCCC3)c([N+](=O)[O-])c2)c1
  99.1	106.2	94.8	-12.8	3.0	96.0	-3.3	3.9
COC(=O)c1c(O)cc(C(C)(C)C)n(-c2ccccc2)c1=O
  104.0	99.7	96.9	7.7	-1.2	101.1	0.3	3.9
O=C(NC(=S)Nc1ccc(S(=O)(=O)Nc2nccs2)cc1)c1ccccc1F
  98.5	112.1	100.2	-6.5	5.6	96.2	16.5	0.0
COc1cccc(N2CCN(C(=O)c3ccc(CS(=O)c4ccc(C)cc4)o3)CC2)c1 (stereo not given)
  104.9	67.2	92.8	1.1	-1.2	107.3	-7.9	3.8
COc1ccc(CCNC(=O)c2cc3c(=O)n4ccccc4nc3n(CCN3CCOCC3)c2=N)cc1
  99.4	88.1	95.5	-4.5	-8.3	99.2	8.6	-0.7
Cc1cc(OC(C)C(=O)NCC2CCC(C(=O)O)CC2)c2c(C)cc(=O)oc2c1 (stereo not given)
  102.4	99.4	106.3	8.9	0.3	96.6	-26.7	-1.1
O=C(N/N=C1\CC2CC=CC12)c1ccccc1Cl (stereo not given)
  92.8	106.5	90.1	9.0	3.6	98.2	104.5	3.6
Cc1ccc(NC(=O)CN(C)C(=O)CNC(=O)c2sc3ccccc3c2Cl)cc1
  98.3	108.0	104.4	8.4	1.9	93.2	112.4	10.9
COc1ccc(CNc2ccc3c(c2)CCC3)cc1Br
  102.1	96.9	104.9	-14.6	-7.4	99.2	-15.1	20.3
CCCn1c(C(O)c2cc(OC)c(OC)c(OC)c2)nc2ccccc21 (stereo not given)
  114.2	102.8	96.4	4.6	-3.0	100.0	8.4	-1.9
O=[N+]([O-])c1cc(S(=O)(=O)N2CCCC2)ccc1N/N=C/c1cccnc1
  100.9	89.4	91.9	-2.3	2.4	99.8	5.3	12.1
Cc1ccc(S(=O)(=O)c2nnn3c2nc(N2CCOCC2)c2ccccc23)c(C)c1
  108.6	103.8	102.8	-11.2	-0.9	102.9	20.3	0.4

Reformatted field by field: entries from further up
> CC(C)(CC(=O)O)CC(=O)N1CCN(c2nc3cc(Cl)ccc3s2)CC1
  MEP2-GFP yeast: 109.0
  CR mimetic SO: 80.9
  LAP4-GFP MLPCN: 100.4
  proCasp7 act: 2.3
  procasp3 activ: -1.8
  RPL19A TOR yeast: 105.0
  GASC-1 inh: -4.9
  AHR act: -0.8
> CCCn1c(C(O)c2cc(OC)c(OC)c(OC)c2)nc2ccccc21 (stereo not given)
  MEP2-GFP yeast: 114.2
  CR mimetic SO: 102.8
  LAP4-GFP MLPCN: 96.4
  proCasp7 act: 4.6
  procasp3 activ: -3.0
  RPL19A TOR yeast: 100.0
  GASC-1 inh: 8.4
  AHR act: -1.9

Compound activity (PubChem)
